MC4R ag barr – MC4R agonists recruiting beta-arrestin, primary screen, cell-based, luminescence, agonist arm of biased-ligand search; hit rate 0.98% among 360,000; activation, % at 8.9 µM; Melanocortin receptor 4 (Homo sapiens), P32245; U2OS MC4R beta-arrestin complementation; percent of melanotan II response, DMSO zero;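 active = activation above a per-plate cutoff, the mean activation of sample wells on that plate plus 3 SD, cut at about 8% in these data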
Target sequence (P32245 whole entry, looked up): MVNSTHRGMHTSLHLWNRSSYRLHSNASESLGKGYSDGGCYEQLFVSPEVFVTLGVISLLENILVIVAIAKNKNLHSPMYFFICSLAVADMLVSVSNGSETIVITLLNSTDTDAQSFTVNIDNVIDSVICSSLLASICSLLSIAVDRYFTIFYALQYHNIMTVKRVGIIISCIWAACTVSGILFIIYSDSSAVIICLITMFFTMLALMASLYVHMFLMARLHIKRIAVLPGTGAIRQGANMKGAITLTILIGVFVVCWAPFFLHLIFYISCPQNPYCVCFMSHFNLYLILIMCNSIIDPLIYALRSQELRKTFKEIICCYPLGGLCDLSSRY
MC4R antagonist – MC4R antagonists of cAMP signaling, primary screen, cell-based, TR-FRET, antagonist arm of biased-ligand search. MC4R-expressing cells, MTII-stimulated cAMP, LANCE TR-FRET. inhibition, % at 6.5 µM. hit rate 0.48% among 360,000;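 active = inhibition above its plate's cutoff, the mean of tested wells on that plate plus 3 SD, cut at about 29% in these data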;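 note: 0% = Melanotan II alone and 100% = Melanotan II plus saturating MCL0020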
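System – human MC4R-expressing U2OS cells · Also added – Melanotan II · Dosing – one concentration, 6.5 µM nominal · Timing – 30-min compound, 1-h challenge, 1-h detection, room temperature · Measured by – Eu-cAMP/anti-cAMP TR-FRET, emission 671 nm · Replicates – singlicate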
aDG glyco up – activators of alpha-DG glycosylation, primary screen, uHTS, Pro5-aDG cells, AlphaScreen; alpha-DG glycosylation AlphaScreen (IIH6); 0% Pro5, 100% B10-LARGE cell signal; activation, % at 10 µM; hit rate 0.22% among 360,000;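 active = activation of at least 8% versus controls, or a plate z-score of at least 8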;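 note: Pro5 are CHO cells carrying HIG-tagged alpha-DG that lacks glycosylation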
NOD2-RIPK2 inh – NOD2-RIPK2 binding disruptors in cells, primary screen, fluorescence, CHO cells, BLA complementation | Receptor-interacting serine/threonine-protein kinase 2 (Homo sapiens), O43353 | CCF4 ratio | inhibition, % at 4.98 µM | hit rate 0.38% among 360,000 | AID 624267, 2012; in the data active = inhibition above about 21%;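 note: 0% = vehicle only and 100% = reference blocker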
Target sequence (O43353 whole entry, looked up): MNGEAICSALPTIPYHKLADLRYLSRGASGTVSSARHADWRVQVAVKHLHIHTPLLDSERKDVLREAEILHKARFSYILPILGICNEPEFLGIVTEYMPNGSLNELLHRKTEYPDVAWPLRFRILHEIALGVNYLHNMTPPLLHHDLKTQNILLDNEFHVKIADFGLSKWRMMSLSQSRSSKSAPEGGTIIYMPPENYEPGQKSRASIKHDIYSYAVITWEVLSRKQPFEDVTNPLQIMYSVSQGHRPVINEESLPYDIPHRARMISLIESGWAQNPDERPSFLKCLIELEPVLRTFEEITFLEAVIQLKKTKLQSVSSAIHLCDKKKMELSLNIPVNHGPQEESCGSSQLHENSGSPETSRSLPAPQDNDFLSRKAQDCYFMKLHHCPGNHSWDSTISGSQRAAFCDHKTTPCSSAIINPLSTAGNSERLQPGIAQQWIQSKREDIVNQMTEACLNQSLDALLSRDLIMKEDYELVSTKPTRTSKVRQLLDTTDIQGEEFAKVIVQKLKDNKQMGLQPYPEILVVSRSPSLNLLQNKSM
N-glyco inh – increase of ERlucT glycosylation luciferase signal, primary screen, N-linked glycosylation inhibitor project, D54 ERlucT cells, luminescence, set 2; D54 ERlucT glycosylation luciferase reporter, 24 h; percent of 100 nM tunicamycin response; AID 588692, 2011; hit rate 0.23% among 360,000; reporter increase, % at 12.5 µM;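 active = mean luciferase reporter signal, scaled so untreated is 0 and the glycosylation-blocking control 100, at or above a set limit in every replicate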;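 note: luciferase carries N-glycosylation sites so blocking glycosylation raises the light; 0% = median of neutral control wells and 100% = median of 100 nM tunicamycin wells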
ABCB6 inh 2 – ABCB6 transporter inhibitors, primary screen, K562-ABCB6 cells, flow cytometry, MLPCN library; ATP-binding cassette sub-family B member 6 (Homo sapiens), Q9NP58; K562-ABCB6 porphyrin accumulation, 1 h; stronger effect = lower value; fluorescence ratio to DMSO, % at 10 µM; hit rate 0.19% among 360,000;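 active = fluorescence ratio to DMSO below 75%, the collection mean minus 3 SD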;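 note: signal is porphyrin accumulated inside mitochondria; 100% equals median channel fluorescence of DMSO control wells; lower ratio means ABCB6 inhibition with less porphyrin fluorescence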
Vif imaging – HIV Vif self-association inhibitors, primary screen, imaging, HEK293T, single point. HEK293T cells, Vif self-association by quenched fluorescence, 24 h. inhibition, % at 7.49 µM. hit rate 0.35% among 340,000. AID 602346, 2012; in the data active = inhibition above about 50%, passing the limit was not always enough; note: some results filed as inactive read as strong as hits
ABHD5-PLIN5 inh – ABHD5-PLIN5 interaction inhibitors, primary screen, cell lysate, split luciferase complementation, luminescence; inhibition, % at 4 µM; hit rate 0.78% among 360,000; Split G. princeps luciferase complementation, 4 h; Perilipin-5 (Homo sapiens) + 1-acylglycerol-3-phosphate O-acyltransferase ABHD5 (Homo …;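 active = inhibition above the mean inhibition across every tested compound plus 3 SD, cut at about 22% in these data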;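 note: 0% = DMSO only wells and the 100% control is not disclosed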
TLR9-MyD88 inh – inhibitors of TLR9-MyD88 association in cells, primary screen, cell-based, CHO, BLA complementation, fluorescence. CCF4 FRET ratio. inhibition, % at 4.98 µM. hit rate 0.21% among 340,000;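 active = inhibition above the mean over all tested compounds plus 3 SD, cut at about 21% in these data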;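 note: 0% = DMSO only wells and 100% = clavulanate BLA inhibitor control wells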
Exocytosis inh – LAMP-1 surface exposure blockers, TALL-104 cells – cell-based, flow cytometry, MLPCN library, primary screen; inhibition, % at 10 µM; TALL-104 LAMP-1 surface exposure; cells stimulated with thapsigargin and PMA; hit rate 0.66% among 360,000;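 active = inhibition above about 55%, limit read from the data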
Active calls of the source: *; nt = no result given. Only part of the results is shown; count on the stated rates, not on these rows.

The line under a structure holds: MC4R ag barr | MC4R antagonist | aDG glyco up | NOD2-RIPK2 inh | N-glyco inh | ABCB6 inh 2 | Vif imaging | ABHD5-PLIN5 inh | TLR9-MyD88 inh | Exocytosis inh
1: Cc1cccc(C)c1NC(=O)COC(=O)c1cccnc1
  -4.0 | 6 | -0.1 | 6 | 5 | 98 | -7 | 1 | 9 | 14
2: C/C(=N/NC(=O)Cc1cccn1C)c1ccccc1
  0.0 | -8 | -0.2 | -10 | 1 | 102 | 5 | -3 | -12 | 3
3: COCCn1c(SCC(=O)Nc2ccccc2F)nc2c(c1=O)SCC2
  -1.7 | -3 | 0.0 | -19 | 3 | 107 | 7 | 3 | -4 | 0
4: CC1(C)Cc2c(sc(NC(=O)C(=O)N3CCOCC3)c2C#N)CO1
  -1.0 | -5 | -0.6 | 0 | 2 | 100 | 11 | -3 | 10 | -4
5: CC(C)(C)c1ccc(S(=O)(=O)N2CCC(N3CCCCC3)CC2)cc1
  0.4 | 4 | 0.6 | 0 | -7 | 103 | 7 | 8 | -1 | 20
6: CC(NC(=O)C(=O)NCCc1c[nH]c2ccccc12)c1ccccc1 (stereo unspecified)
  -0.7 | 3 | -0.1 | -2 | 2 | 99 | 4 | -3 | -5 | -4
7: CN(CCC1CCOCC1)C(=O)C1CCC(=O)N(CCc2cccc(F)c2)C1 (stereo unspecified)
  -0.4 | 3 | -0.4 | -10 | 2 | 100 | -1 | 1 | -17 | 0
8: CC(OCC(O)CN1CCN(S(=O)(=O)c2ccc(Cl)cc2)CC1)c1ccc(Cl)cc1 (stereo unspecified)
  3.9 | 7 | 0.7 | 3 | -12 | 87 | nt | 2 | -7 | 24
9: O=S(=O)(c1ccc(-n2cnnn2)cc1)N(C1CCCCC1)C1CCCCC1
  1.4 | 5 | 0.1 | -5 | -5 | 95 | -5 | 4 | 0 | -1
10: COc1ccc(C2CC(=O)C3=C(C2)Nc2ccccc2N(C(=O)C2CC2)C3c2cccnc2)cc1OC (stereo unspecified)
  -1.0 | 12 | 0.0 | -6 | 4 | 95 | nt | -4 | -8 | -2
11: CCCc1[nH]nc2c1C(c1ccc(O)cc1OCC)C(C#N)=C(N)O2 (stereo unspecified)
  1.0 | -13 | -0.2 | -9 | 2 | 93 | 33 | 0 | -2 | 0
12: Cn1c(=O)[nH]c(=O)c2c1nc(N1CCN(C(c3ccccc3)c3ccccc3)CC1)n2CCO
  -1.0 | 0 | 0.6 | -21 | -5 | 92 | -27 | 2 | 4 | -9
13: CN(Cc1ccco1)C(=O)Cn1cc(S(=O)(=O)N2CCCC2)c(S(=O)(=O)N2CCCC2)c1
  -0.2 | 4 | -0.1 | -1 | 0 | 98 | 15 | 11 | -4 | -1
14: COc1ccc(OCC(=O)Nc2ccccc2N2CCN(C)CC2)cc1
  -0.8 | 8 | 0.0 | -9 | -6 | 101 | -4 | 2 | -7 | 12
15: CCOC(=O)c1sc(CS(=O)(=O)c2ccc(Cl)cc2)nc1C
  -2.2 | -2 | -0.1 | 4 | -1 | 95 | 2 | -3 | 3 | 2
16: COC(=O)c1cc(C)c(C)cc1NC1OC(CO)C(O)C1O (stereo unspecified)
  -0.1 | 2 | -0.3 | -9 | 1 | 87 | -8 | 10 | 5 | -3
17: Cn1cccc1CC(=O)N/N=C/c1ccco1
  1.0 | 25 | 0.0 | -8 | -1 | 101 | -1 | 5 | nt | -4
18: COc1ccc(-c2cn3cc(Br)cnc3n2)cc1
  2.0 | -2 | 0.1 | 3 | 4 | 88 | 16 | -1 | -2 | 0
19: COc1cc(C)c(C(=O)CSc2nnc(CNC(=O)c3ccco3)n2C)cc1C
  -1.0 | -10 | -0.1 | 6 | 0 | 96 | 14 | 4 | -4 | -4
20: CN=C(c1ccc(C)cc1)n1c(=S)nc(-c2ccc(C)cc2)n(C)c1=S
  -0.3 | 16 | 0.1 | -13 | -2 | 100 | -4 | -5 | -9 | 5
21: CCN(CC(=O)NC(C)(C)C)C(=O)c1ccccc1SCC(=O)NC1CCCCCCC1
  2.0 | -1 | 0.1 | 1 | 0 | 101 | -6 | -3 | 4 | -5
22: CC(C)c1cn(C2OC(COC(=O)c3ccccc3)C(OC(=O)c3ccccc3)C2OC(=O)c2ccccc2)c(=O)[nH]c1=O (stereo unspecified)
  -0.6 | 4 | 0.1 | -6 | -7 | 91 | 26 | 7 | -4 | 1
23: CCCc1nnc(SCc2ccc(OCC)cc2)n1N
  -1.6 | 13 | 0.5 | 1 | 4 | 97 | -5 | 0 | -13 | 5
24: COc1ccc(S(=O)(=O)NN(C)C(=O)c2nn(-c3ccccc3)ccc2=O)cc1
  0.3 | 0 | -0.2 | -1 | 1 | 94 | -2 | -1 | 0 | -1
25: O=S(=O)(N/N=C/c1ccc(Cl)cc1)c1ccc(Cc2ncc(C(F)(F)F)cc2Cl)s1
  5.7 | -3 | 0.3 | -9 | -1 | 91 | -10 | -2 | -8 | 2
26: Cc1ccc(NC(=O)N2N=C(c3ccc(F)cc3)CC2c2ccc(F)cc2)cc1 (stereo unspecified)
  -0.8 | 3 | -0.1 | 8 | -5 | 95 | -9 | -1 | 1 | 0
27: COc1ccc(-c2nnc(NC(=O)c3ccc(S(=O)(=O)N4CCCc5ccccc54)cc3)o2)cc1
  -3.1 | -6 | 4.5 | 10 | 1 | 91 | 2 | -2 | -13 | -1
28: CC(C)C[C@H](NC(=O)CCn1nnc2ccccc2c1=O)C(=O)O
  -2.0 | 10 | 0.0 | -8 | 1 | 104 | -5 | -2 | -10 | -6
29: CCOC(=O)C1=C(C)Nc2ncnn2C1c1ccccc1F (stereo unspecified)
  -1.4 | -7 | -0.1 | -5 | 3 | 97 | -5 | 5 | -2 | -1
30: Cc1cc(NC(=O)c2c(Br)cnn2C)no1
  -3.9 | 5 | 0.2 | -7 | -1 | 102 | -5 | 0 | -1 | 3
31: O=C(Nc1ccccc1C(=O)NC(Cc1ccc(O)cc1)C(=O)O)c1ccccc1 (stereo unspecified)
  -2.8 | 1 | 0.1 | -11 | -1 | 104 | 23 | 1 | 1 | -4
32: O=C1NC(=S)SC1=Cc1ccc(Cl)cc1
  -1.5 | 3 | 0.0 | -6 | -2 | 103 | -15 | -9 | -1 | 0
33: Cc1ccc(Oc2nc(C(F)(F)F)nc3ccccc23)cc1
  4.9 | 4 | 0.1 | -8 | 0 | 93 | -5 | -14 | 1 | -3
34: OCC[C@H]1C[C@@H](O)[C@H](O)[C@]2(CCc3ccccc3CO2)O1
  -0.1 | 3 | 0.0 | -20 | 3 | 98 | -2 | -5 | 1 | -8
35: CC(=O)C1=C(O)C(=O)N(CCC(=O)O)C1c1cccc(F)c1 (stereo unspecified)
  0.0 | 2 | 0.0 | -7 | 2 | 96 | 0 | -1 | 7 | -2
36: O=C(CCNc1n[nH]c(=O)[nH]c1=O)N1CCOCC1
  1.0 | 8 | 0.1 | -1 | 0 | 93 | -11 | -2 | -3 | -1
37: COc1ccc(S(=O)(=O)NCc2ccccc2)cc1
  -2.4 | 8 | -0.3 | 3 | -2 | 99 | 13 | -3 | -5 | -1
38: C[C@@H]1CN([C@H](C)CO)C(=O)CCCn2nncc2CO[C@H]1CN(C)C(=O)Nc1ccnc(N2CCOCC2)c1
  1.8 | 8 | 0.0 | 3 | 3 | 99 | 1 | 2 | 2 | 2
39: O=C(Nc1ccc(Cl)cc1Cl)c1n[nH]c(Cn2cncn2)n1
  0.4 | 3 | 0.0 | -11 | 0 | 102 | -2 | 3 | 3 | -4
40: Cc1ccc(C(=O)NC2CC(C)(C)NC(C)(C)C2)cc1S(=O)(=O)N1CCOCC1
  -1.6 | 1 | 0.1 | -7 | -2 | 100 | -14 | -1 | -4 | 6
41: CCOc1ccc(C(=O)NCC(=O)N2CCN(c3ccccc3O)CC2)cc1
  -0.9 | 16 | 0.0 | 3 | -2 | 105 | 4 | -4 | -1 | 16
42: Cn1c(=O)[nH]c(=O)c2c1nc(SCC(O)CCl)n2Cc1ccccc1 (stereo unspecified)
  -2.0 | 0 | 0.1 | 8 | 6 | 97 | 0 | 0 | 5 | 1
43: COc1ccc(OC)c(S(=O)(=O)NC2CCCCC2)c1
  -1.1 | 22 | 0.2 | -6 | 1 | 92 | 6 | 1 | -3 | 1
44: OC(c1ccccc1)(c1ccccc1)c1ncc[nH]1
  -0.3 | 9 | -0.1 | -1 | 3 | 100 | -14 | 2 | -2 | -3
45: Cn1cnnc1Sc1ccc(/C=C(\CC(=O)O)c2nc3ccccc3s2)cc1[N+](=O)[O-]
  -0.8 | 7 | -0.1 | 5 | 1 | 98 | -5 | 4 | -6 | -2
46: COCCCNC(=O)CC1C(=O)N(Cc2ccccc2)C(C)c2nc3ccccc3n21 (stereo unspecified)
  0.8 | 3 | -0.1 | -8 | 2 | 89 | -3 | 3 | 2 | -1
47: Cc1ccc(C(=O)NC2CCCc3ccccc32)o1 (stereo unspecified)
  -0.3 | 6 | -0.2 | 5 | -2 | 100 | -17 | 1 | -5 | 0
48: O=C(NCc1cccnc1)Nc1ccc(Cl)cc1Cl
  -0.9 | -5 | 0.1 | -10 | -1 | 102 | 5 | 5 | 0 | 0
49: O=C(COC(=O)c1ccccc1)c1ccc2c(c1)OCCO2
  -4.8 | -3 | -0.2 | -14 | -14 | 97 | -9 | 2 | 4 | -7
50: O=C(Oc1ccc2c(c1)OCC2=O)c1ccccc1
  -0.3 | -6 | -0.1 | -2 | 5 | 100 | 2 | 7 | -4 | -2
51: COCCOC(=O)c1[nH]c2c(c1C)C(=O)CC(c1cccs1)C2 (stereo unspecified)
  -1.7 | -23 | 0.0 | -9 | 18 | 97 | -7 | -2 | -8 | 3
52: COc1ccc(N)cc1C#N
  -0.3 | 11 | 0.0 | 13 | -1 | 99 | -2 | 3 | -5 | 6
53: CCOc1ccc(N(CC(=O)NC2CC2)S(=O)(=O)c2ccc(C)cc2)cc1
  -1.1 | -2 | 0.0 | -7 | -1 | 92 | 1 | -4 | -7 | -12

Entries from the list above that have a CF3 group, in the order listed:
The line under a structure holds: MC4R ag barr | MC4R antagonist | aDG glyco up | NOD2-RIPK2 inh | N-glyco inh | ABCB6 inh 2 | Vif imaging | ABHD5-PLIN5 inh | TLR9-MyD88 inh | Exocytosis inh
25: O=S(=O)(N/N=C/c1ccc(Cl)cc1)c1ccc(Cc2ncc(C(F)(F)F)cc2Cl)s1
  5.7 | -3 | 0.3 | -9 | -1 | 91 | -10 | -2 | -8 | 2
33: Cc1ccc(Oc2nc(C(F)(F)F)nc3ccccc23)cc1
  4.9 | 4 | 0.1 | -8 | 0 | 93 | -5 | -14 | 1 | -3

Compound activity as filed in PubChem.
